# mIDH1 inhibitor: qHTS for Inhibitors of mutant isocitrate dehydrogenase 1 (IDH1): qHTS; AID 602179, 2012; Potency, µM (titrated, usually from 76.6 µM), for the others: top-dose activity change, negative = inhibition, usual class: inhibitors; Isocitrate dehydrogenase [NADP] cytoplasmic (Homo sapiens), O75874; 0.093% of 390,000 active; IDH1-R132H enzyme, NADPH consumption, diaphorase/resazurin fluorescence; note: potency is the fitted concentration of half-maximal effect; % is set by controls: 0 for no effect and ±100 for the full control effect; nearly all actives have a fitted effect of over 65% in size
# Target sequence (O75874 whole entry R132H, stated change not applied): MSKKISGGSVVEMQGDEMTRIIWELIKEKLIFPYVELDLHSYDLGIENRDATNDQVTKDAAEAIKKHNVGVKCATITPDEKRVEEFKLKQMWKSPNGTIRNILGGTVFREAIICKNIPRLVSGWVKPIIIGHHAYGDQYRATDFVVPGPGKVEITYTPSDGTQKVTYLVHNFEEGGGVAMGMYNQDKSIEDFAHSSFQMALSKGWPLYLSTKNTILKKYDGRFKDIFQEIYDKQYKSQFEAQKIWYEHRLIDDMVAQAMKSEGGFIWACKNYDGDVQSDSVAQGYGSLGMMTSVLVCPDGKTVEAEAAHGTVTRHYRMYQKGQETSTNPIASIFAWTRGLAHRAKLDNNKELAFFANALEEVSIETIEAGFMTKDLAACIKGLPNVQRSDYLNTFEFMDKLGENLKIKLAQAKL
#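 IDH1-R132H (0.5 ug/mL) preincubated 30 min with compound, then NADPH (0.016 mM) and alpha-KG (2 mM) added; 80 min at RT, pH 7.5. Remaining NADPH coupled via diaphorase/resazurin to fluorescence (540/590 nm); concentration-response curves normalized to no-enzyme control.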
# USP1-UAF1 inh: Inhibitors of USP1/UAF1: Primary Screen | Ubiquitin carboxyl-terminal hydrolase 1 (Homo sapiens), O94782 | Potency, µM (series often up to 57.1 µM), inactives show at the highest dose activity change, negative = inhibition, hits mostly inhibitors | 0.23% of 390,000 active | recombinant USP1/UAF1, Ub-Rhodamine cleavage fluorescence; note: potency is the fitted concentration of half-maximal effect; % is set by controls: 0 for no effect and ±100 for the full control effect; nearly all actives have a fitted effect of over 60% in size; inactives centre near -12
#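 In this screen, compounds sit with the deubiquitinase complex (1nM) for 15 min at room temperature before Ub-Rho is added at 150nM final. Fluorescence rise is then followed for 6 reads every 60 seconds.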
# TrxR1 substrate: qHTS Assay for Substrates of Mammalian Selenoprotein Thioredoxin Reductase 1 (TrxR1): qHTS; Thioredoxin reductase 1, cytoplasmic (Rattus norvegicus), O89049; purified TrxR1 substrate turnover, NADPH consumption readout; Potency, µM (highest dose often 114 µM), for the others: top-dose activity change, negative = substrate turnover; 0.01% of 390,000 active; note: potency is the fitted concentration of half-maximal effect; % is set by controls: 0 for no effect and ±100 for the full control effect; nearly all actives have a fitted effect of over 50% in size
#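 Rat TrxR1, dispensed at 90 nM, was prereduced with 400 uM NADPH (final) for 5 min at ~22 deg C, then incubated with compound 15 min before 400 uM selenite. A first-read NADPH fluorescence drop versus no-compound background flagged substrates.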
# D2 ag: HTS Assay for Allosteric Agonists of the Human D2 Dopamine Receptor: Primary Screen for Agonists | AID 485358, 2010 | 0.53% of 340,000 active | HEK293 T-REx D2 cells, calcium flux agonist mode | activation, % at 2 µM;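 active = activation over 3 SD above normal in the single-dose calcium agonist read, cut at about 30% in these data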; note: 0% is about no effect
#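 HEK293 Trex D2 cells, tetracycline-induced, o/n 30 C 5% CO2; no-wash Ca dye, RT 30–90 min; 10-cycle baseline, 23 nl cpd added, kinetic Ca read 180 s; agonist hits = positive Ca response.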
# TRHR enhancer: qHTS for Small Molecule Agonists and Allosteric Enhancers of Human TRH Receptor: Primary Screen for Enhancers | Thyrotropin-releasing hormone receptor (Homo sapiens), P34981 | TRHR cells, fluo-8 calcium fluorescence, EC20 TRH enhancement | enhancement, % at 2 µM | 0.66% of 360,000 active; in the data active = enhancement above about 30%; note: 0% is about no effect
# Target sequence (P34981 whole entry, looked up): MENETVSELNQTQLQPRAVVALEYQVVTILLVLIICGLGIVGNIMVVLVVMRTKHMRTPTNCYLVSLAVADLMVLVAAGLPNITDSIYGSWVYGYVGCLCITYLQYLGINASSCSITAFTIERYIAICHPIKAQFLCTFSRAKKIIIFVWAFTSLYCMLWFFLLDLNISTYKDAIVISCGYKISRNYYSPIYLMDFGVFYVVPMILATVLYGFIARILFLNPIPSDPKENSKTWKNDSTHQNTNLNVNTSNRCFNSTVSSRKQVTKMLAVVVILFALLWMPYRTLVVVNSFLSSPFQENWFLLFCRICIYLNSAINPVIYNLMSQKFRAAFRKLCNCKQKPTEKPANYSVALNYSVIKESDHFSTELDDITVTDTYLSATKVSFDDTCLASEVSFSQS
#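 Enhancer read-out: after compound pinning and an initial kinetic agonist-mode read, an EC20 of TRH (10 nM final) was injected and fluo-8 calcium signal (Ex 480/Em 530) followed at 1 s/cycle for 100 cycles in TRHR-expressing cells.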
# D2 antagonist: HTS Assay for Allosteric Antagonists of the Human D2 Dopamine Receptor: Primary Screen for Antagonists. D(2) dopamine receptor (Homo sapiens), P14416. HEK293 TREx D2 cells, calcium flux, dopamine EC80. inhibition, % at 10 µM. 2% of 340,000 active; in the data active = inhibition above about 30%; note: 0% is about no effect
#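 Inhibition of EC80 dopamine-driven calcium flux, recorded kinetically, defines activity here; cells are a tetracycline-induced HEK293 T-REx line expressing force-coupled D2.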
# TRHR agonist: qHTS for Small Molecule Agonists and Allosteric Enhancers of Human TRH Receptor: Primary Screen for Agonists | Thyrotropin-releasing hormone receptor (Homo sapiens), P34981 | TRHR cells, calcium flux fluo-8, FDSS agonist mode | activation, % at 2 µM | 0.18% of 360,000 active | AID 493084, 2011; in the data active = activation above about 30%; note: 0% is about no effect
#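 TRHR-expressing cells loaded with fluo-8 calcium dye; 23 nL library compound pin-transferred, kinetic FDSS fluorescence (Ex 480/Em 530) recorded about 180 s for agonist-induced calcium release, before a 10 nM TRH EC20 addition for potentiator mode.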
# TrxR1 inh: qHTS Assay for Inhibitors of Mammalian Selenoprotein Thioredoxin Reductase 1 (TrxR1): qHTS; Thioredoxin reductase 1, cytoplasmic (Rattus norvegicus), O89049; recombinant rTrxR1, NADPH fluorescence consumption, selenite substrate; Potency, µM (top dose mostly 114 µM), inactives show top-dose activity change, negative = inhibition, most hits filed as inhibitors; 1% of 390,000 active; note: potency is the fitted concentration of half-maximal effect; % is set by controls: 0 for no effect and ±100 for the full control effect; nearly all actives have a fitted effect of over 65% in size
#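 Rat TrxR1 (90 nM in the dispensed reagent) was pre-reduced with 400 uM NADPH for 5 min at room temperature, then incubated with compound for 15 min. After 400 uM selenite was added, NADPH fluorescence (Ex 340/Em 450 nm) was followed for 8 min.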
# PI4K2A block: qHTS for small molecular inhibitors of PI4K2A | purified PI4K2A, ADP-Glo luminescence, 1 h; stronger effect = lower value | activity change, negative = inhibition, % at 76.9 µM | 0.13% of 420,000 active; in the data active = activity change below about -50%; inconclusive = mostly about -30% to -49%;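 note: -100% = wells without enzyme as full effect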
#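 PI4K2A activity was measured by ADP-Glo luminescence: enzyme (4 ug/mL stock) and phosphatidylinositol (1.2 mM stock) in Tris pH 7.5/MgCl2/EGTA/Triton X-100 buffer were reacted with ATP (300 microM stock) for one hour at ambient temperature.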
# * marks the source's active call; other numbers are inactive results; ? = inconclusive; . = not tested or not shown; & = joins results of further samples; [ ] = dose if it differs, or a comment. Unless noted, calls come from the whole dose curve; as a rule, active = well fitted inhibition curve with a large enough effect; inconclusive = small, poorly fitted or top-dose-only effect; inactive = no such curve, though single readings can be large or run the other way. Compounds as they come; about 3.9% have a hit in one of these screens.
SMILES,mIDH1 inhibitor,USP1-UAF1 inh,TrxR1 substrate,D2 ag,TRHR enhancer,D2 antagonist,TRHR agonist,TrxR1 inh,PI4K2A block
COc1ccc(CNC(=O)C(c2ccco2)N(C(=O)c2snc(C(N)=O)c2N)c2ccccc2OC)cc1 (configuration not stated),-4%,-2%,63%,-0.5,-2,5,0.2,-134%,1
COc1ccc(Cl)cc1CN1CCN(c2nc(C)cc(C)c2C#N)CC1,3%,-2%,8%[57.1 µM],-0.4,-1,41*,0.8,3%[57.1 µM],-4
Cc1ccc(Nc2nc(NCCO)c3ccccc3n2)cc1C,4%,-32%,5%,0.6,-5,10,1.4,17%,1
Cc1cccc2cc(CN(CC3CCCO3)C(=O)c3cccs3)c(=O)[nH]c12 (configuration not stated),-6%,-28%,10%,0.3,1,-6,0.0,27%,-2
Cc1ccc(CN2CCN(/N=C/c3ccc(C)s3)CC2)c(C)c1,1%,-20%,-4%,0.2,3,-22,0.2,-9%,4
COc1ccc(-c2nc(CS(=O)(=O)CC(=O)NCCCc3ccccc3)c(C)o2)cc1,0%,-23%,5%,-0.9,0,1,0.4,14%,0
COc1ccc(/C=N/NC(=O)Cn2c(Cc3ccc(OC)c(OC)c3)nc3ccccc32)cc1OC,5%,-4%,-1%,3.5,-7,6,-0.4,-1%,3
Cc1cc(C)cc(NC(=O)Cc2csc(C)n2)c1,7%,-5%,17%,0.2,-4,.,0.5,19%,-2
COc1cc([N+](=O)[O-])ccc1NC(=O)CCCOc1ccc(C)cc1,2%,1%,-1%,0.1,-11,12,-0.4,-4%,-1
CSc1ccc(CNCC2CCCO2)cc1 (configuration not stated),10%,-15%,19%,0.2,2,-10,0.2,43%[activator],4
COc1cccc(CNC(=O)c2cc(=O)[nH]c3ccc(S(=O)(=O)N4CCOCC4)cc23)c1,-1%,-16%,6%,-0.2,-1,-29,0.5,16%,4
CC(CCc1ccc(O)cc1)NCc1ccc(Cl)cc1Cl (configuration not stated),7%,-4%,-10%,33*,-1,57*,0.2,-9%,3
C=CCn1c(SCC(=O)Nc2cc(C)on2)nnc1C1COc2ccccc2O1 (configuration not stated),5%,-9%,3%,-1.7,4,-10,-0.4,5%,-2
O=C(CSc1nnc(-c2ccccc2F)o1)Nc1ccccc1Cl,.,-19%,0%,-1.3,1,.,-0.7,17%,-10
Cc1ccc(C)c2[nH]c(=O)c(CCNC(=O)c3ccc4c(c3)OCO4)cc12,-1%,-16%,9%[57.1 µM],-0.1,-1,6,-1.0,10%[57.1 µM],2
O=C(CCc1n[nH]c(=O)[nH]c1=O)N/N=C/c1ccco1,-5%,-6%,-5%,-4.6,-3,20,-0.2,-14%,0
COc1ccc2c(C)cc(=S)[nH]c2c1,7%,-6%,3%[57.1 µM],0.2,7,5,-0.1,-13%[57.1 µM],-4
Cc1nc2cc(NC(=O)C3COc4ccccc4O3)ccc2s1 (configuration not stated),0%,-21%,-3%,-0.4,-1,7,-0.8,15%,4
Cc1ccc(NC(=O)Cn2nnc(-c3nc(-c4ccncc4)no3)c2N)cc1,.,-3%,-2%,.,1,.,-0.9,25%,-3
Cc1ccc(SCC(=O)O/N=C(\N)c2cccnc2)cc1,6%,-26%,6%[57.1 µM],-0.6,-6,6,-0.4,11%[57.1 µM],-3
CCC1CN(C(=O)NCc2ccc(F)cc2)c2cc(Cl)ccc2O1 (configuration not stated),2%&-5%,-17%&-17%,13%,0.0&0.9,-2&-6,3,1.0&-0.4,14%&9%,3&0
O=C(CN1CCCCCC1)Nc1ccccc1,-9%,-12%,-2%[57.1 µM],13,-2,-8,0.5,4%[57.1 µM],5
CCOC(=O)c1cc(-c2ccc(N3CCOCC3)cc2)nn1-c1ccccc1C(=O)O,0%,?,8%,-0.3,-4,9,0.0,8%,-9
COC(=O)[C@@]12CCCCN1[C@H](c1ccc(-c3ccc(OC)cc3)cc1)[C@H]1C(=O)N(C)C(=O)[C@H]12,-9%,-24%,2%[57.1 µM],-0.1,-1,0,0.5,20%[57.1 µM],0
Cc1cc(C(=O)C(=O)N(C)C)c(C)n1-c1ccc(Cl)cc1,-9%,-17%,1%,-1.5,-3,6,-0.8,32%,3

# (cont.)
SMILES,mIDH1 inhibitor,USP1-UAF1 inh,TrxR1 substrate,D2 ag,TRHR enhancer,D2 antagonist,TRHR agonist,TrxR1 inh,PI4K2A block
Fc1ccc(C2N(c3ccccc3)C(=S)N3CCCN23)cc1 (configuration not stated),7%,-9%,7%,-0.3,8,15,-0.3,35%,6
CC(=O)c1ccc(NC(=O)CN(C)S(=O)(=O)c2cc3c(cc2Cl)NC(=O)CO3)cc1,0%,-6%,5%[57.1 µM],0.7,3,.,0.4,8%[57.1 µM],-4
Nn1c(C2CCC2)nc2cc(Cl)ccc2c1=O,-5%,-8%,-4%,0.8,15,-1,0.3,11%,-3
O=C(COC(=O)c1ccc(O)cc1)NC1CCCCCC1,5%,-11%,0%,-0.6,3,11,-0.3,26%,-1
COC(=O)c1cc(Cl)cc(Cl)c1OS(=O)(=O)N(C)C,0%,-12%,-1%,0.7,-1,-15,0.5,1%,-2
COc1ccc(CNC(=O)Cn2c(=O)n3nc(-c4ccc(OC)cc4)nc3c3ccccc32)cc1,1%,9%,6%[57.1 µM],-1.8,-2,.,0.2,30%[57.1 µM],2
Cc1cc(C)c(S(=O)(=O)N(CC(=O)N2CCCC2)C2CCCCC2)c(C)c1,10%,-14%,-4%,-0.1,-12,15,0.1,5%,1
CNC[C@H](O)c1ccc(O)c(O)c1,6%,-26%,1%[57.1 µM],4.8,-4,25,-1.1,?,1
CCC(=O)Nc1nonc1-c1nc2ccccc2n1Cc1ccc(Cl)c(Cl)c1,0%,-25%,29%,.,.,.,.,28%,-14
O=S(=O)(c1cc(F)ccc1F)N1CCN(c2ncnc3ccccc23)CC1,-4%,-14%,3%,.,.,.,.,14%,-1
COc1ccc(NC(=O)CSc2nc3[nH]ncc3c(=O)n2-c2ccccc2C)cc1OC,2%,-21%,10%,-1.2,1,2,0.2,16%,0
CNc1nc(N)nc(-c2cc(Cl)ccc2OC)n1,-1%,-5%,3%,0.7,0,0,0.3,16%,3
CC(=O)c1c(N)c(C#N)c(C)n1-c1ccc(Br)cc1,4%,-2%,-8%,-1.8,-1,-3,-0.4,-5%,-7
Clc1ccc(Sc2ccc(/C=N/n3cnnc3)o2)cc1,7%,2%,-11%,-0.1,7,-15,1.0,?,-3
Cc1csc(SCC(=O)NCc2ccc3c(c2)OCO3)n1,-1%,-18%,5%,1.0,1,-5,-1.0,15%,-6
O=S1(=O)CCN2C=Nc3sc4c(c3C2=N1)CCCC4,2%,-11%,7%,1.2,15,-8,-0.6,7%,5
CC1(C)Cc2c(sc3c2c(=N)n(Cc2ccco2)c(=O)n3Cc2ccc(F)cc2)CO1,11%,-22%,12%[57.1 µM],-0.6,-8,4,0.4,18%[57.1 µM],6
CC(=O)c1cc2c(cc1NC(=O)CCCC(=O)O)OCO2,7%,-1%,-1%[11.4 µM],-1.0,-10,7,1.3,-59%[57.1 µM],15
CC1(C(=O)N(c2ccccc2)C(C(=O)NC2CCCC2)c2ccccn2)CC(=O)N=C2C=CC=CN21 (configuration not stated),0%,-13%,103%[57.1 µM],-2.2,22,-10,1.3,0%[11.4 µM],-1
COc1cc2c(=O)n(CCC(=O)NCC3CCCO3)c(=O)n(CC(=O)Nc3ccc(C)cc3)c2cc1OC (configuration not stated),-12%&3%,?,23%&16%,0.3,-1&-3,8,0.1&-0.1,15%&4%,2&-2
CC(C)(C)c1ccc(NC(=O)COC(=O)C2(C)CC2(Cl)Cl)cc1 (configuration not stated),1%,-19%,-8%,-0.4,29,-5,0.6,26%,8
CC1(C)OC(C)(C)/C(=C\c2ccc(OCC(N)=O)cc2)C1=O,-8%,-24%,-11%,-0.1,-7,13,0.1,-16%,-1
COC(=O)c1ccccc1NC(=O)C1CCCCC1C(=O)O (configuration not stated),-3%,5%,23%,0.1,-5,-8,-0.4,19%,0
Cn1cnc([N+](=O)[O-])c1C(=O)Nc1cccc([N+](=O)[O-])c1,1%,-5%,3%[0.0914 µM],0.3,-3,-12,0.4,-2%,-2
O=C(CSc1nc(-c2ccncc2)nn1CC(=O)N1CCCCC1)NC1CCCC1,4%,-5%,0%,0.2,-12,-10,0.9,25%,-4
CCCS(=O)(=O)N1CCCC(C(=O)Oc2ccccc2Cl)C1 (configuration not stated),15%,-20%,16%,0.4,-4,-5,0.5,29%,-4

# 4 records drawn at random from the list so far:
SMILES,mIDH1 inhibitor,USP1-UAF1 inh,TrxR1 substrate,D2 ag,TRHR enhancer,D2 antagonist,TRHR agonist,TrxR1 inh,PI4K2A block
CNC[C@H](O)c1ccc(O)c(O)c1,6%,-26%,1%[57.1 µM],4.8,-4,25,-1.1,?,1
O=C(COC(=O)c1ccc(O)cc1)NC1CCCCCC1,5%,-11%,0%,-0.6,3,11,-0.3,26%,-1
CC(C)(C)c1ccc(NC(=O)COC(=O)C2(C)CC2(Cl)Cl)cc1 (configuration not stated),1%,-19%,-8%,-0.4,29,-5,0.6,26%,8
COC(=O)c1ccccc1NC(=O)C1CCCCC1C(=O)O (configuration not stated),-3%,5%,23%,0.1,-5,-8,-0.4,19%,0
